# TCR act = activates T cell receptor signaling; 330,000 tested, under 10 active; primary human leukocytes, anti-CD3, IL-2 HTRF, 48 h; AID 504894; Potency, µM (titrated, usually from 9.22 µM), for inactives: at the highest dose activation of IL-2 secretion, hits mostly activators; further: % of control where 0% means no effect
#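 IL-2 produced over 48 hr by a-CD3 bead-stimulated primary human leukocytes exposed to compounds was detected with a homogeneous time-resolved FRET immunoassay, 665nm acceptor signal after 320nm excitation.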
# Giardia kill = Giardia lamblia killing; Giardia lamblia trophozoite viability; activity change, % at 7.66 µM, hits read low; 340,000 tested, 0.15% active; AID 540267; in the data active means activity change below about -80%; inconclusive means between about -30% and that limit;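 further: parasites exposed to compound for two days anaerobically before the ATP read; on the % scale 0 is the no-effect control and ±100 the full control effect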
#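 Compounds were tested on trophozoites seeded at 100 cells/well and held 48 hrs at 37 deg C anaerobically. An ATP-based luminescent kit measured the remaining live cells.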
# MLL CXXC-DNA inh = blocks binding of human MLL CXXC domain to DNA. Potency, µM (series often up to 115 µM), for inactives: at the highest dose activity change, negative = inhibition, hits mostly inhibitors. 290,000 tested, 0.037% active. Q03164. MLL-CXXC / FITC-HOXA9 DNA fluorescence polarization; active means well fitted inhibition curve with a large enough effect in the polarisation, with a control signal flat, not every such curve was filed as active; inconclusive means small, poorly fitted or top-dose-only effect, or effect the other way, or a change in a side signal; inactive means no such curve, though single readings can be large or run the other way; the % refers to the polarisation; further: potency means the concentration at half of the fitted maximal effect
#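 Fluorescence polarization: 7 uM MLL-CXXC (stock) preincubated 5 min with compounds, then 50 nM fluorescein-HOX-A9 DNA (stock) added; 30 min ambient. Buffer 50 mM Tris-HCl pH 7.5, 50 mM NaCl, 1 mM DTT, 0.05% BSA.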
# TSHR antagonist = antagonists of human thyroid stimulating hormone receptor. P16473. TSHR-expressing cells, TSH-stimulated cAMP HTRF, 2 h; active compounds read low. activity change, negative = inhibition, % at 11.5 µM. 330,000 tested, 0.2% active;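 active means activity change below a set negative limit, meaning inhibition stronger than a set level, cut at about -70% in these data; inconclusive means activity change between two set negative limits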; further: on the % scale 0 is the no-effect control and ±100 the full control effect
#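 Inhibition of cAMP made by TSHR-expressing cells under TSH stimulation (4nM final, EC80; 2 h, 37 deg C) is quantified with a one-step lysis HTRF kit, anti-cAMP cryptate versus cAMP-d2.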
# BCR signal inh = inhibitors of chronic active B-cell receptor signaling; ABC-DLBCL IkBa-CBG/CBR reporter, luminescence ratio, 4 h; Potency, µM (series often up to 46.1 µM), for inactives: top-dose ratio change, negative = lower green/red ratio, usual class: inhibitors; 340,000 tested, 0.05% active; AID 493014; active means well fitted inhibition curve with a large enough effect in the signal ratio, with a control signal flat, not every such curve was filed as active; inconclusive means small, poorly fitted or top-dose-only effect, or effect the other way, or a change in a side signal; the % refers to the signal ratio;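 further: potency means the concentration at half of the fitted maximal effect; plate controls were basal doxycycline-induced cells for no effect and cells given 10 µM MG132 for full effect; MG132 reads +100%, hits lower the ratio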
#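 Concentration-response series (up to 46 uM) were applied to TMD8 dual-reporter cells for 4 h at 37C with doxycycline. Green/red ratio, after filter-overlap correction, defined %Activity; red signal alone was normalised to basal cells and zero luminescence.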
# GALK inhibitor = blocks human galactokinase activity. Purified GALK, Kinase-Glo residual ATP luminescence. 270,000 tested, 0.007% active. Potency, µM (titrated, usually from 57.5 µM), without a hit: at the top dose activity change, negative = inhibition, actives largely listed as inhibitors; further: potency means the concentration at half of the fitted maximal effect; on the % scale 0 is the no-effect control and ±100 the full control effect
#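 Human GALK (5 nM) with 35 uM ATP and 100 uM galactose in 20 mM HEPES pH 8.0, 5 mM MgCl2, 60 mM NaCl, 1 mM DTT, 0.01% BSA. After 1 h at room temperature, leftover ATP was read by Kinase-Glo Plus luminescence.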
# Tb PFK block = inhibitors of T. brucei phosphofructokinase; T. brucei PFK, ADP-Glo luminescence; O15648; Potency, µM (titrated, usually from 57.5 µM), without a hit: at the top dose activity, negative = inhibition, hits mostly inhibitors; 330,000 tested, 0.17% active;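 further: potency means the concentration at half of the fitted maximal effect; 0% = uninhibited 1x PFK enzyme wells and -100% = no-enzyme wells; nearly all actives have a fitted effect of over 60% in size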
#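 1.25 nM PFK with 0.5 mM F6P and 0.1 mM ATP in 0.1 M TEA pH 8.0, 5 mM MgCl2, incubated 45 min at room temperature; ADP measured by ADP-Glo luminescence; compounds titrated up to 57 uM.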
# Coupling enz = counter-screen for Giardia aldolase inhibitors: coupling enzyme system; coupling enzyme system counterscreen, AmpLite Red fluorescence; activity change, negative = inhibition, % at 58.2 µM, hits read low; 290,000 tested, 0.67% active; AID 2472; in the data active means activity change below about -30%; further: on the % scale 0 is the no-effect control and ±100 the full control effect
#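 Counterscreen of the coupled detection system alone, without aldolase: glyceraldehyde-3-phosphate coupling enzymes plus AmpLite Red readout. Compounds at 57.5 uM final, 10 min RT preincubation, 20 min RT reaction, fluorescence 525/598 nm.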
# AT treatment = potential ataxia-telangiectasia treatments restoring KAP-1 phosphorylation; […] A-T fibroblasts, KAP-1 phosphorylation AlphaLISA; neocarzinostatin DNA damage 30 min before lysis; Potency, µM (titrated, usually from 57.5 µM), without a hit: at the top dose activation, hits mostly activators; 320,000 tested, 0.19% active; further: potency means the concentration at half of the fitted maximal effect; % of control where 0% means no effect; nearly all actives have a fitted effect of over 45% in size
#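 ATM-like activity read as KAP-1 phosphorylation via AlphaLISA donor/acceptor antibody pairs after lysis and 6 hr at 25C. Cells were ATM-null patient fibroblasts ([…], hTERT), dosed 60 min, then exposed to the DSB inducer NCS for 30 min.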
# hERG WT inh = KCNH2 (human, wildtype) channel inhibition. Q12809. U2OS, BacMam KCNH2, thallium flux FluxOr; active compounds read low. activity change, % at 1.84 µM. 340,000 tested, 0.37% active;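 active means maximum activity change below -70%; inconclusive means maximum activity change between -70% and -50%; inactive means maximum activity change above -50%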; further: on the % scale 0 is the no-effect control and ±100 the full control effect
#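 U2OS cells were transduced with wild-type KCNH2 virus (2.03 x 10^8 / mL) for 4 h at room temperature, then cultured overnight at 37 C. Thallium flux was read with FluxOr dye. Rate constants were normalized to DMSO controls.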
# The depositor's hits bear a star; u = inconclusive; x = no result given; [ ] = dose if it differs, or a comment. Unless noted, the call rests on the fitted dose curve; in most records, active means well fitted curve in the direction sought with a large enough effect; inconclusive means small, poorly fitted or top-dose-only effect, or another doubt; inactive means no such curve, though single readings can be large; an effect the other way counts as inactive or inconclusive.
smiles	TCR act	Giardia kill	MLL CXXC-DNA inh	TSHR antagonist	BCR signal inh	GALK inhibitor	Tb PFK block	Coupling enz	AT treatment	hERG WT inh
CCOC(=O)c1cn(Cc2ccc(Br)cc2)nn1	1%[46.1 µM]	8	-10%	-12	-1%	x	-22%	1	3%	7
O=C(Oc1cccc2cccnc12)c1cccc([N+](=O)[O-])c1	-3%	-3	8%	5	-7%	-2%	1%	-5	2%[11.5 µM]	2
Cc1ccc(S(=O)(=O)NCCNC(=O)N2CCOCC2)cc1	2%	2	22%	3	8%	2%	-3%	1	x	-4
COc1cc(CC(=O)NCc2ccco2)cc(OC)c1OC	-1%	5	5%	-6	-4%	-1%	1%	-1	2%	-1
O=C(CCc1ccccc1)n1nc(-c2ccccc2)nc1NCc1ccco1	-7%[46.1 µM]	-19	7%	-14	3%	1%	-2%	3	-3%	1
Cc1sc(NC(=O)c2ccco2)c(C(c2ccncc2)N2CCOCC2)c1C (stereo not drawn)	4%	-7	18%	9	-1%	-1%	-1%	8	-2%	2
Cc1cc(=O)[nH]c(SCC2(O)C3CC4CC(C3)CC2C4)n1 (stereo not drawn)	-12%	7	-9%	20	6%	0%	u	6	-1%	3
CCOC(=O)c1ccc(NC(=O)c2cccc(C)c2[N+](=O)[O-])cc1	-2%	-21	-11%	2	u	2%	0%	-1	4%[11.5 µM]	-10
O=C(NNC(=O)c1cccc2ccccc12)c1ccco1	1%	-3	-19%	-5	-12%	4%	-6%	1	-1%	5
NC(=O)NC(CC(=O)NCCc1ccc(S(N)(=O)=O)cc1)c1ccc(Cl)cc1 (stereo not drawn)	5%	-8	-8%	3	u	1%	-16%	-1	-1%	-10
COc1ccc([N+](=O)[O-])cc1NC(=O)CCCOc1ccccc1	1%[46.1 µM]	-6	-4%	-3	2%	1%	4%	-2	8%	-1
COc1ccc(CNC(=O)CN2CCC(NC(=O)c3ccccc3C)CC2)cc1	1%	-18	5%	-1	-1%	-2%	0%	0	4%	15
Cc1nc(Nc2cccc(C(F)(F)F)c2)nc2c1C(=O)CC(C)C2 (stereo not drawn)	-3%	-3	15%	7	u	-1%	-2%	1	11%	-3
NC1=NC(=Nc2cccc(S(=O)(=O)N3CCOCC3)c2)c2ccccc21	-4%	-10	-6%	4	0%	3%	-11%	1	-15%	-5
COC(=O)[C@]1(Cc2ccccc2)N[C@H](CN(C)C(=O)NC(C)C)[C@@H]2C(=O)N(Cc3ccccc3)C(=O)[C@@H]21	-1%	u	x	7	0%	x	0%	x	-10%	-26
Cc1ccccc1OCCN1C(=O)C(=O)c2cccc(C)c21	-4%[46.1 µM]	4	u	1	1%	-1%	-3%	0	-9%	-1
Cc1nc(C(=O)Nc2ccccc2)sc1C1(C)CC(c2cccc([N+](=O)[O-])c2)=NO1 (stereo not drawn)	-4%	-1	-15%	-11	0%	0%	-4%	-7	-9%	-5
CN(C(=O)c1ccc(Cl)cc1)C1CCS(=O)(=O)C1 (stereo not drawn)	x	-1	x	0	-4%	x	-3%	x	8%	2
CC(C)(C)NC(=O)Nc1ccccc1C(N)=O	0%	17	-1%	5	0%	1%	2%	1	-3%	-27
Cc1cc(C)c(S(=O)(=O)NCc2ccccn2)c(C)c1	-2%	-17	8%	-4	7%	6%	-1%	0	1%	-6

# Other compounds
smiles	TCR act	Giardia kill	MLL CXXC-DNA inh	TSHR antagonist	BCR signal inh	GALK inhibitor	Tb PFK block	Coupling enz	AT treatment	hERG WT inh
COc1ccccc1Oc1ccc2c(c1)C(=O)N(c1ccc(C)cc1)C2=O	-1%	5	33%[activator]	-2	u	-3%	-2%	-2	0%	17
OCCCN1CCN(CCOc2ccccc2-c2ccccc2)CC1	1%[46.1 µM]	-10	3%	8	1%	3%	-6%	1	-5%	5
COc1ccccc1-c1cc(C(F)(F)F)nc(S(=O)(=O)CCCC(=O)NC(C)C)n1	-2%	9	29%	49	u	-3%	-1%	5	8%	-7
COc1ccc2nc(NCCCO)[nH]c2c1	0%[46.1 µM]	1	1%	-7	0%	0%	-1%	2	-1%	-1
Cc1cc(OC(=O)N2CCCCC2)cc(C)c1Cl	4%	-9	-1%	x	x	2%	x	5	x	-5
Cc1ccc(OCCNC(=O)CCNC(=O)c2ccc(Cl)cc2)cc1	0%	11	x	8	u	x	3%	x	-2%	-30
O=c1c2ccccc2sn1-c1ccc(F)cc1	-21%	-21	x	-27	u	x	3.4µM*	x	-3%	-6
COc1ccc2c(ccc[n+]2CC(=O)c2ccc(C)cc2)c1	-1%	9	-4%	24	-1%	3%	-1%	1	-12%	5
COCc1cc(C)nc2sc(C(=O)Nc3nccs3)c(N)c12	2%	6	-5%	-12	3%	1%	-4%	-5	22%	-2
C=CCN1C(=O)/C(=C\c2ccc(OC(=O)c3ccco3)c(OC)c2)SC1=S	-1%	-4	88%[activator]	21	u	-1%	-11%	-2	-5%	38
Cc1c(NS(=O)(=O)c2cccc(C(=O)NCc3ccccc3)c2)c(=O)n(-c2ccccc2)n1C	3%	4	-11%	12	-5%	1%	2%	0	x	-6
Cc1coc2c(C)c3oc(=O)c(CCC(=O)N[C@@H](C)C(=O)N[C@@H](Cc4ccccc4)C(=O)O)c(C)c3cc12	-4%	9	-20%	3	-2%	x	u	6	1%	-4
COc1cc(C(=O)Nc2cc(C(F)(F)F)ccc2N2CCOCC2)ccc1O	1%[46.1 µM]	-7	16%	3	0%	x	-5%	0	1%	-1
O=[N+]([O-])c1cccc(S(=O)(=O)NCCc2ccccc2)c1	2%	-16	2%	3	3%	-5%	5%	1	1%	-4
CCCCN(C(=O)c1cc(Cl)nc2ccccc12)c1c(N)n(CCCC)c(=O)[nH]c1=O	-1%	-21	x	-2	-2%	x	19%	x	2%	-2
Cc1cc(N)n(-c2cc(C)c3ccccc3n2)n1	-1%	-7	11%	11	u	2%	-2%	-4	17%	0
Cc1cc(-c2nnc(SCC(=O)Nc3ccccc3F)n2N)n[nH]1	-4%	-1	31%[activator]	-1	-3%	6%	0%	x	0%	11
COc1ccc(C(=O)c2oc3ccc(Br)cc3c2NC(C)=O)cc1	4%	-11	3%	5	u	1%	-4%	3	8%	-10
O=C(NCCCn1ccnc1)c1cc2c(s1)CCCCC2	1%	-11	0%	-1	-11%	0%	-2%	0	-1%	-18
O=c1oc2ccc(Br)cc2cc1-c1nc2ccccc2o1	-11%	13	-1%	-11	3%	0%	4%	0	0%	-12

# Additional compounds follow:
smiles	TCR act	Giardia kill	MLL CXXC-DNA inh	TSHR antagonist	BCR signal inh	GALK inhibitor	Tb PFK block	Coupling enz	AT treatment	hERG WT inh
CCOC(=O)c1c(C)[nH]c(C(=O)OCC(=O)Nc2ccc(OC)c(Cl)c2)c1C	2%	3	80%[activator]	-1	u	0%	1%	2	-4%	-4
COc1cccc(NC(=O)CCCCCn2nnc3ccccc3c2=O)c1	0%	10	26%	5	-10%	2%	1%	1	1%	1
CCn1c(/C=C2\C(=O)N(C)c3ccccc32)nc2ccccc2c1=O	4%	1	-7%	-4	-4%	-5%	-6%	0	-6%	9
CS(=O)(=O)C1=NSC2=NC(=O)/C(=C\c3cccn3-c3ccccc3Cl)C(=N)N21	13%	7	-4%	-12	12%	-9%	-7%	15	-5%	10
Cc1ccc(C(C(=O)NCc2ccco2)N(C(=O)CNC(=O)c2cccs2)c2ccc(C)cc2C)cc1 (stereo not drawn)	-4%	u	11%	13	-6%	-2%	-1%	5	0%	0
COC(=O)c1ccc(S(=O)(=O)NCc2ccco2)o1	2%	-8	-1%	-1	u	-1%	1%	0	-1%	17
COc1ccc(NS(=O)(=O)c2cccc(C(=O)N(C)CC(=O)Nc3ccc(C)cc3)c2)cc1	2%	-1	x	0	9%	x	2%	x	0%	25
Cc1cc(C)c(/C=C(\C#N)S(=O)(=O)c2ccccc2)[nH]1	-1%	7	-1%	2	3%	-1%	2%	1	4%	-11
C=CCN(Cc1nc(-c2ccc(OC)c(OC)c2)oc1C)C1CCS(=O)(=O)C1 (stereo not drawn)	14%	-17	-6%	-17	-5%	0%	-2%	0	3%	-3
CCc1c(C)nc(SCC(=O)Nc2cccc(Br)c2)[nH]c1=O	2%	-4	-1%	-7	-1%	1%	9%	2	-11%	2
O=C(Nc1ccc(F)cc1)Nc1ccc(N2CCCC2)c(S(=O)(=O)Nc2ccccc2Cl)c1	-2%[46.1 µM]	20	15%	-44	u	-2%	0%	-1	0%	-8
O=C(O)C1CC=CCC1C(=O)NCCc1ccccc1 (stereo not drawn)	x	-6	6%	7	1%	-2%	0%	1	-2%	6
Cc1ccccc1NS(=O)(=O)c1ccc(C(=O)NN2CCCCC2)cc1	-28%	4	0%	-34	-1%	-7%	9%	x	-11%	-4
COc1cc(OC)cc(C(=O)OCc2ccc([N+](=O)[O-])cc2)c1	5%	-8	4%	10	-2%	2%	-1%	3	9%	-1

# Screening results as filed in PubChem BioAssay.
